Assay outcomes from PubChem BioAssay.
MEP2-GFP yeast = modulators of TOR pathway MEP2-GFP in S. cerevisiae; S. cerevisiae MEP2-GFP strain, flow cytometry GFP, 3 h; 100% = DMSO control level; GFP response vs DMSO, % at 10 µM; hit rate 0.51% among 330,000; AID 2016;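 active = GFP response versus DMSO above a set limit, roughly screen mean plus 3 SD, cut at about 180% in these data; inconclusive = fewer than 70 cells counted for a yeast strain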;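 also: median GFP fluorescence of the barcode-gated MEP2-GFP cells per well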
Efflux pump mplx = antifungal efflux pump inhibition, Nile Red retention. AID 485275. inhibition, % at 10 µM. hit rate 0.44% among 330,000. S. cerevisiae Candida pump triplex;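 active = plate passing quality check with inhibition over a set limit, or well fluorescence over plate mean plus 4 SD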;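 also: Nile Red retained in pooled yeast measured as flow cytometry median fluorescence; 0% = buffer negative control and 100% = Enniatin B positive control; higher means more Nile Red kept so more efflux inhibition; some compounds called inactive have numbers as strong as hits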
RPL19A-GFP yeast = modulators of TOR pathway RPL19A-GFP in S. cerevisiae; AID 2025; percent response vs DMSO, % at 10 µM; hit rate 0.3% among 330,000; S. cerevisiae RPL19A-GFP strain, flow cytometry, 3 h; hits give low values;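 active = percent response vs DMSO below 50%; inconclusive = fewer than 70 events counted for the yeast strain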;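 also: median channel GFP fluorescence of the barcoded RPL19A-GFP strain; ratio of sample median GFP to plate DMSO average so 100% = DMSO; lower means less RPL19A-GFP as with rapamycin TOR inhibition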
LAP4-GFP MLPCN = alters LAP4-GFP fluorescence in TOR pathway yeast screen; hit rate 0.34% among 320,000; GFP response vs DMSO, % at 10 µM; S. cerevisiae LAP4-GFP multiplex, flow cytometry GFP, 3 h; median GFP as percent of DMSO wells;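 active = GFP response vs DMSO above a set limit, about the screen mean plus 3 SD, cut at about 150% in these data; inconclusive = under 70 cell events counted for the yeast strain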
AHR act = activates the human aryl hydrocarbon receptor | AID 2796 | AHR-responsive luciferase reporter cells, luminescence | hit rate 2.5% among 320,000 | activation, % at 5 µM; in the data active = activation above about 47%;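 also: 0% = vehicle wells and 100% = reference agonist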
Target sequence (P35869 whole entry, looked up): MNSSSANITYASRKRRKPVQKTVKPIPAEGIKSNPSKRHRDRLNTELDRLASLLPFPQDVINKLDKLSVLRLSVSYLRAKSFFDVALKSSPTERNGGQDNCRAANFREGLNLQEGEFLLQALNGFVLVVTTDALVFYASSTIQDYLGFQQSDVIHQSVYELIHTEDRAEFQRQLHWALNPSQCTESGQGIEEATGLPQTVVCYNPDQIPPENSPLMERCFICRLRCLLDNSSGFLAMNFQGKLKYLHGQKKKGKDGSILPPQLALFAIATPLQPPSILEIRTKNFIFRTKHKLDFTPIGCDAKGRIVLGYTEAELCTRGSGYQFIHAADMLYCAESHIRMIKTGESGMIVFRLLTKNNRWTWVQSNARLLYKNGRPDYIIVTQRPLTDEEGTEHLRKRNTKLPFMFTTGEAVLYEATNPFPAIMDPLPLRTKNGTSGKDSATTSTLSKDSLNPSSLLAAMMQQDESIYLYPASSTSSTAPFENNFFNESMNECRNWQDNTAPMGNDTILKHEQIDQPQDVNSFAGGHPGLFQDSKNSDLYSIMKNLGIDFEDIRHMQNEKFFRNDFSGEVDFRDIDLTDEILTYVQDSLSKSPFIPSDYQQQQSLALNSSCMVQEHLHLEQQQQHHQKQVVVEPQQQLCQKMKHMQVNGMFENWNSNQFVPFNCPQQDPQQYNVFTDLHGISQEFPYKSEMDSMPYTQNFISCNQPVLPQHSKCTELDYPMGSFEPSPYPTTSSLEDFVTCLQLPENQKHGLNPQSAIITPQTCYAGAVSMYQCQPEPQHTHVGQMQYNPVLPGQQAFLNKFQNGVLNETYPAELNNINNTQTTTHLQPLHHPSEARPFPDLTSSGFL
CIT2 TOR yeast = modulators of TOR pathway CIT2-GFP in S. cerevisiae | AID 2029 | hit rate 0.065% among 320,000 | S. cerevisiae CIT2-GFP strain, flow cytometry, 3 h; 100 means same as DMSO wells | GFP response vs DMSO, % at 10 µM;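 active = GFP response relative to DMSO above a set limit, near the screen mean plus 3 SD, cut at about 150% in these data; inconclusive = Fewer than 70 cells measured for a yeast strain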;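 also: ratio of well median GFP fluorescence to mean of DMSO wells on the plate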
CR mimetic SO = yeast age-related superoxide inhibition as caloric restriction mimetic. superoxide response (% of plate mean), % at 10 µM. S. cerevisiae aged cells, superoxide DHE fluorescence; hits give low values. hit rate 0.18% among 330,000;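 active = superoxide response under a set limit, about three screen SD below normal, cut at about 65% in these data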;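 also: yeast aged for seven days with compound at 30 °C before DHE staining; 100% = average MFI of all compound-treated wells on the plate with controls excluded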
AGP1-GFP MLPCN = alters AGP1-GFP fluorescence in TOR pathway yeast screen | S. cerevisiae AGP1-GFP multiplex flow cytometry, 3 h; GFP as percent of DMSO wells | GFP response vs DMSO, % at 10 µM | hit rate 0.02% among 320,000 | AID 2066;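 active = GFP response relative to DMSO above a set limit, near screen average plus 3 SD, cut at about 150% in these data; inconclusive = fewer than 70 cells counted for the yeast strain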;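 also: median GFP channel fluorescence of the gated AGP1 strain per well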
An asterisk follows results filed as active; i = inactive; ? = inconclusive; · = not tested or not shown; [ ] = another dose, or the depositor's remark.

SMILES	MEP2-GFP yeast	Efflux pump mplx	RPL19A-GFP yeast	LAP4-GFP MLPCN	AHR act	CIT2 TOR yeast	CR mimetic SO	AGP1-GFP MLPCN
CCC(=O)N1N=C(c2cccc(NS(C)(=O)=O)c2)CC1c1cccs1 (configuration not stated)	111	-0.1	102	103	4	109	109	111
Cc1nc2cc(NC(=O)N3CCCC3)ccc2n1C	97	-0.1	101	98	-7	95	93	96
CC(C)Cc1ccc(C(C)C(=N)N)cc1 (configuration not stated)	94	0.0	95	101	-3	98	99	102
COc1cc2cc(C(=O)N(C)C3CCS(=O)(=O)C3)[nH]c2cc1OC (configuration not stated)	104	0.0	104	101	5	108	88	103
Fc1ccc(Cl)cc1/C=N/n1cnnc1SCc1ccccc1	94	0.0	97	76	3	89	102	96
Clc1ccc(Nc2ncnc3c2nnn3Cc2ccccc2)cc1	95	-0.1	93	111	4	88	i	102
CS(=O)(=O)c1ccc2nc(NC(=O)Oc3ccccc3)sc2c1	104	-0.1	97	97	2	111	100	103
COc1ccc(CCNC(=O)c2cc(-c3ccccc3)on2)cc1OC	98	0.0	88	93	1	91	105	88
COc1ccc(/C=N/NC(=O)CCCOc2ccc(Cl)cc2Cl)cc1[N+](=O)[O-]	107	0.1	100	104	2	102	108	·
COC(=O)c1ccc(CN2C(=O)NC3(CCC(C)CC3)C2=O)o1 (configuration not stated)	96	-0.1	100	97	1	108	89	100
CN(CC(O)COc1c(F)cc(Br)cc1F)C1CCCCC1 (configuration not stated)	107	0.0	108	102	-2	102	121	106
Cc1nc2cc(-c3ccc(Br)cc3)[nH]n2c(=O)c1Cl	106	0.0	106	100	·	101	101	104
COCCn1c(SCc2ccccc2F)nc2ccccc2c1=O	98	0.0	92	104	1	103	96	108
CC(C)N1C(=O)CCC1C(=O)O (configuration not stated)	93	0.1	98	88	0	104	116	101
CC(OC(=O)c1c[nH]c2ccccc12)C(=O)N1CCCC1 (configuration not stated)	98	-0.1	95	96	3	97	87	93
O=C(NCc1ccncc1)c1nc(-c2cccs2)no1	104	-0.2	106	92	11	104	99	100
Cc1cccc(OCC(=O)Nc2ccc(N3CCN(C(=O)c4ccccc4)CC3)cc2)c1C	90	0.0	102	103	4	·	111	104
CN(CC(=O)Nc1ccccc1Br)C(=O)CNC(=O)c1ccc(Oc2ccccc2)cc1	109	-0.2	109	79	2	115	108	90
O=C(CCCn1c(SCC(=O)c2ccccc2)nc2ccccc2c1=O)NCC1CCCO1 (configuration not stated)	105	0.0	99	106	-8	94	95	100
CCOc1ccc(C(=O)NCC(=O)NCC(c2ccc(OC)cc2)N2CCOCC2)cc1OCC (configuration not stated)	102	0.1	99	105	1	99	91	106
O=C1CC(C(=O)Nc2ccc(C(=O)N3CCOCC3)cc2)C2(CCCCC2)O1 (configuration not stated)	94	-0.1	92	96	-1	91	78	93
O=C(NCc1ccccn1)c1cc2cc(Br)ccc2oc1=O	106	0.3	101	106	-2	86	123	91
CCOC(=O)CNC(=S)N(Cc1ccccc1)Cc1cccnc1	107	0.1	104	97	0	113	101	105
CCCC1=NN(C(=O)Cc2ccc(OC)cc2)C(O)(C(F)(F)F)C1 (configuration not stated)	102	0.2	103	95	1	98	111	101
COc1ccccc1NS(=O)(=O)c1ccc(O)c(C(=O)OCc2cccc([N+](=O)[O-])c2)c1	99	0.1	91	94	1	89	97	92
COc1cccc(CNC(=O)CCCNC(=O)c2ccc(Cl)cc2)c1	99	1.3	103	93	-1	95	72	94
O=C1CC(SCCc2nc3ccccc3[nH]2)C(=O)N1c1ccc(F)c(Cl)c1 (configuration not stated)	96	-0.3	92	91	1	101	105	92
COc1ccc(CCNC(=O)c2ccc3c(c2)NC(=O)C(CSCc2cc(C)ccc2C)N3)cc1OC (configuration not stated)	89	0.0	92	104	-1	96	96	97
Cc1oc(S(=O)(=O)N2CCCC2)cc1C(=O)Nc1ccccc1	103	-0.1	101	112	-4	100	106	113
Cc1c(Cc2ccc3c(c2)OCO3)sc(NC(=O)c2ccc3ccccc3c2)c1C(N)=O	103	0.0	97	101	6	103	100	100
Cc1ccc(OCCNC(=O)c2ccccc2O)cc1	107	0.1	102	92	4	92	102	91
CS(=O)(=O)N(Cc1ccccc1)c1ccc(C(=O)Nc2ccc(C(N)=O)cc2)cc1	105	-0.2	101	85	-1	103	96	101
COc1ccc(N(CC(=O)N/N=C/c2ccc(-c3ccc([N+](=O)[O-])cc3)o2)S(=O)(=O)c2ccc(C)cc2)cc1	101	0.0	111	99	0	109	95	99
O=C(NCc1ccncc1)C(=O)NCC1OCCN1S(=O)(=O)c1ccc(F)cc1 (configuration not stated)	103[may fluoresce green]	0.2	105[may fluoresce green]	102[may fluoresce green]	0	105[may fluoresce green]	113	102[may fluoresce green]
CCCn1nc(C(=O)Nc2ccc3c(c2)OCO3)c2ccccc2c1=O	91	-0.2	95	103	17	82	109	88
Cc1ccc(S(=O)(=O)NCCC(=O)Nc2cc(S(=O)(=O)N(C)C)ccc2C)cc1C	104	0.4	100	104	3	93	113	99
Cc1ccccc1NC(=O)NC(C)(C)CC(C)(C)C	90	0.2	93	99	2	91	98	96
c1ccc(CCc2nn3c(Cn4nnc5ccccc54)nnc3s2)cc1	110	-0.1	107	103	5	109	102	115
COc1ccc(NC(=O)CN2CCN(c3c(C)cccc3C)CC2)cc1	108	0.0	109	99	0	108	104	103
O=c1cc(Cl)c(-c2ccccc2)n[nH]1	100	-0.1	110	111	3	98	90	109
S=C(NCCc1ccccc1)NCCc1ccccc1	92	0.3	95	92	8	85	112	87
COc1ccccc1NC(=O)c1nnn(CC(=O)Nc2ccccc2)c1N	106	-0.1	110	113	47*	108	106	105
O=c1cc(CSc2nnc(Nc3ccccc3F)s2)nc2sccn12	104	0.0	109	104	16	103	99	103
O=C(Cn1nc(-c2ccccc2)c2ccccc2c1=O)NCC1CCCO1 (configuration not stated)	103	0.0	102	104	0	111	109	106
Brc1cccc(-c2nnco2)c1	172[may fluoresce violet]	0.2	62[may fluoresce violet]	?	6	?	107	?
CCOC(=O)COc1ccc([N+](=O)[O-])cc1	98	0.0	97	88	-1	97	103	92
CC1CCc2nc3ccc(S(=O)(=O)N4CCC(C(=O)NC(C)c5ccccc5)CC4)cc3c(C(=O)O)c2C1 (configuration not stated)	99	0.2	100	90	4	97	94	96
C/C(CC(=O)NCc1ccco1)=N\NC(=O)Cc1ccc(-c2ccccc2)cc1	111	0.1	103	92	21	104	109	100
COC(=O)c1c[nH]n2c(=O)cc(CCl)nc12	105	0.0	101	101	0	102	111	105
Cc1ccc(C)c(N(CC(=O)NC2CCCCC2)C(=O)c2csnn2)c1	103	0.0	98	97	12	99	104	94
COCCCn1c(-c2ccc(OC)cc2)nc2c1c(=O)[nH]c(=O)n2Cc1ccccc1	99	0.0	93	88	2	103	90	99
CCc1nn(-c2cc(Oc3cccc4ccccc34)nc(-c3ccccc3)n2)c(N)c1C#N	101	0.4	99	97	11	96	122	102
O=C(Nc1nnc(-c2ccco2)o1)c1ccc(Cl)s1	111	0.1	108	112	3	98	101	91
COC(=O)c1ccccc1NC(=O)C(=O)NCC1CCCO1 (configuration not stated)	103	0.9	100	91	9	100	96	96
O=C(NCCc1ccccc1)c1cnc(Cl)c(Cl)c1	100	0.1	91	99	2	92	91	94
CCCCc1ccc(NC(=S)N2CCN(C(=O)c3ccco3)CC2)cc1	100	0.0	114	74	·	96	106	87
CCOC(=O)C1(CC2CC2)CCN(Cc2cc(Cl)c(O)c(OC)c2)CC1	89	-0.1	92	96	3	102	86	96
COCCNC(=S)N1CCN(c2nc(-c3ccc(F)cc3)cs2)CC1	104	-0.1	106	94	3	98	112	95
Cc1ccc(C(=O)CCC(=O)N2CCC(C(N)=O)CC2)s1	101	0.3	97	96	0	96	106	105
COc1ccc2c(c1)CCC/C2=N/OC(=O)c1ccccc1OC	104	-0.1	103	134	2	98	130	104
Next section
SMILES	MEP2-GFP yeast	Efflux pump mplx	RPL19A-GFP yeast	LAP4-GFP MLPCN	AHR act	CIT2 TOR yeast	CR mimetic SO	AGP1-GFP MLPCN
Cc1ccc(O)c(-c2cc(C(F)(F)C(F)F)nc(-c3ccccc3)n2)c1	103	-0.1	102	108	-1	114	93	109
Cc1cc(C)c2nc(C(F)(F)F)c(C#N)c(N)c2c1	82	0.1	100	102	12	112	108	100
CC(C)CNC(=O)NC(=O)COc1ccc(C=O)cc1	95	0.2	93	87	-1	94	105	88
Cc1c(O)nc2ccccn2c1=O	92	-0.1	102	·	0	·	114	·
Nc1ccc(S(=O)(=O)N2CCCC2)cc1Cl	83	0.0	84	99	-1	88	79	93
CC(OC(=O)c1cc(=O)[nH]c2ccccc12)c1ccccc1 (configuration not stated)	102	0.0	104	105	-1	104	91	105
CC(=O)NS(=O)(=O)c1ccc(NC(=O)NC2CCCCC2)cc1	99	0.1	98	99	1	104	107	101
c1ccc2c(c1)nc(Nc1ccc(N3CCCCC3)cc1)c1nncn12	109	0.1	106	99	-1	104	104	104
N#Cc1ccc[n+](CC(=O)c2ccc(Cl)cc2)c1	98	-0.2	97	96	7	99	97	98
Nc1c(-c2ccc(F)cc2)cnc2ncnn12	101	0.0	99	94	1	92	116	98
Cc1ccsc1/C=N/NC(=O)c1ccc(-n2cccc2)cc1	108	0.1	98	97	22	103	96	94
CC(=O)Nc1ccc(S(=O)(=O)Nc2cccc(NC(=O)C(C)(C)C)c2)cc1	97	0.1	98	98	-5	96	106	94
Cc1noc(C)c1S(=O)(=O)N1CCCC(C(=O)N2CCc3ccccc3C2)C1 (configuration not stated)	100	0.1	104	110	-1	114	98	110
CC(=O)c1cccc(-n2nnnc2SCC(=O)NNC(=O)C2CCCCC2)c1	98	0.3	101	93	10	95	112	92
COc1ccccc1NS(=O)(=O)c1ccc2[nH]c(=S)oc2c1	103	0.2	95	98	11	91	118	96
COc1ccc(-c2nc(CS(=O)CC(=O)NCc3ccco3)c(C)o2)cc1 (configuration not stated)	97	0.0	96	98	5	99	113	98
CC(C)(C)NC(=O)N1CCCC(C(=O)c2cccc(Cl)c2)C1 (configuration not stated)	100	0.0	103	97	0	104	107	102
Cn1cc(S(=O)(=O)Nc2cccc(F)c2)c(=O)n(C)c1=O	94	-0.2	100	97	1	108	101	98
Cn1c(Cl)c(C(=O)Nc2ccc(Cl)cc2)c2ccccc21	100	-0.1	99	97	57*	99	86	93
CN(Cc1cnccn1)C(=O)CC1C(=O)NCCN1Cc1cccc(F)c1 (configuration not stated)	105	-0.2	98	101	-1	98	101	99
C/C(=N\Nc1ccccc1Cl)c1ccc(-n2ccnc2)cc1	102	0.0	96	107	0	106	101	91
CCOC(=O)C1=C(COC(=O)C2CC(=O)N(c3ccccc3F)C2)NC(=O)NC1C (configuration not stated)	104	0.0	98	107	2	105	107	105
Cc1ccc2c(c1)-c1nc3ccccc3cc1C2=NC1CCCCC1	89	-0.2	84	85	79*	77	90	78
CCSc1nc(NCCN(C)C)c2c3c(sc2n1)COC(C)(CC)C3 (configuration not stated)	85	-0.2	88	92	1	78	102	81
CCN(CC)Cc1c(O)ccc2c(=O)c(-c3ccccc3Cl)coc12	99	0.1	101	82	-2	100	95	99
